Screening data deposited in PubChem BioAssay by several laboratories.
PLC-gamma1 inh: PLC-gamma1 (human) inhibition, primary screen; inhibition, % at 12.2 µM; P19174; hit rate 0.84% among 370,000; purified PLC-gamma1, fluorogenic substrate, fluorescence; in the data active means inhibition above about 9.5%
Target sequence (P19174 whole entry, looked up): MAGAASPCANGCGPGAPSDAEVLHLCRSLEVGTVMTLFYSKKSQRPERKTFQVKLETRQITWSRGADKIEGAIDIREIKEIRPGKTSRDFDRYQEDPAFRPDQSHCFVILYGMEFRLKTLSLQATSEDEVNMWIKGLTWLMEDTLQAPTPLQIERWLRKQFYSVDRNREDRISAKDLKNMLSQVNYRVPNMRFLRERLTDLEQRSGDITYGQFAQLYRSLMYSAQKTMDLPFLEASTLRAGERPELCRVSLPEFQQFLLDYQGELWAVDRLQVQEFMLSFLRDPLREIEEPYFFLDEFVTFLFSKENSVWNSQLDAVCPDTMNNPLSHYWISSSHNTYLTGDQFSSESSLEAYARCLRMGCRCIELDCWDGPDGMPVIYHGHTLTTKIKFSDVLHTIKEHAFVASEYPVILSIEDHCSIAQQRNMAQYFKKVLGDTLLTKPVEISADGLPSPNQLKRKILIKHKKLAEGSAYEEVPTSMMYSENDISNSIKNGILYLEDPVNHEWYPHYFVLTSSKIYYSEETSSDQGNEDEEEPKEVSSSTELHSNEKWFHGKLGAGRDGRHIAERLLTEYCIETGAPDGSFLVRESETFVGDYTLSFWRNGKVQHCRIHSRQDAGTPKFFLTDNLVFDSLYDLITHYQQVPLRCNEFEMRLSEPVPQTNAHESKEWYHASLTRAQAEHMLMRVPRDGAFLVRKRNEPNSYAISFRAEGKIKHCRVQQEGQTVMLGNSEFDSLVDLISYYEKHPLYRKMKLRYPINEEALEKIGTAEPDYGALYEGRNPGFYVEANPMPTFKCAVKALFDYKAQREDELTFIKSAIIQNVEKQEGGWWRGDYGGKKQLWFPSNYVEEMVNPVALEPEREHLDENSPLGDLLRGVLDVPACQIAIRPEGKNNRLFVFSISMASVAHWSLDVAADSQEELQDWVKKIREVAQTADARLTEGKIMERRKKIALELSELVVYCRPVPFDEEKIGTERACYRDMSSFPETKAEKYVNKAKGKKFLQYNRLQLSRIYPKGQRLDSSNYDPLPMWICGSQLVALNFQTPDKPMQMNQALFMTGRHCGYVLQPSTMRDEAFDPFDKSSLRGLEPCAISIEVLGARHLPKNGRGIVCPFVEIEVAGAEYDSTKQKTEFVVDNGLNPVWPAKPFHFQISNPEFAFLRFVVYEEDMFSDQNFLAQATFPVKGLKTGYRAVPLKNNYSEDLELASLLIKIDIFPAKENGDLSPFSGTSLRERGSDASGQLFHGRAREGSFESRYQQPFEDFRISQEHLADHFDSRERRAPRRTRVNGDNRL
ARFGAP1 inh: inhibitors of rat ARFGAP1; AID 651572; inhibition, % at 16.5 µM; hit rate 0.26% among 360,000; Arfgap1-stimulated ARF1 GTP hydrolysis, GDP FP detection;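 active means inhibition above a per-plate limit, mean inhibition of low control wells plus 3 SD, cut at about 25% in these data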;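 further: 0% = DMSO wells with enzyme and 100% = wells lacking Arfgap1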
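System: truncated rat Arfgap1 GAP domain / Medium: HEPES-based buffer, pH 7.5 / Also added: N-terminally truncated human ARF1-GTP substrate / Incubation: enzyme reaction 120 min at 25 °C after 20 min preincubation / Measured by: FP of antibody-bound GDP Alexa 633 tracer, ex 620/em 688 nm / Replicates: singlicate, each compound tested once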
HGIII-sPLA2 inh: Blocks human group III sPLA2 activity. inhibition, % at 12.2 µM. QFRET BODIPY PC-A2 liposome hydrolysis, fluorescence. hit rate 0.56% among 370,000;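 active means inhibition above mean plus 3 SD of compounds lying within the high and low control bounds, cut at about 19% in these data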;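 further: 0% = median of test compound wells and 100% = no enzyme DMSO wells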
ASAP1 GAP inh: blocks human ASAP1-stimulated Arf1 GTP hydrolysis | Q9ULH1 | GDP FP detection | inhibition, % at 16.5 µM | hit rate 0.19% among 360,000; in the data active means inhibition above about 25%;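 further: 0% = vehicle with enzyme and substrate and 100% = no enzyme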
PLC-beta3 inh: blocks human PLC-beta3 enzyme activity | Purified PLC-beta3, fluorogenic substrate, fluorescence | inhibition, % at 12.2 µM | Q01970 | hit rate 0.18% among 370,000; in the data active means inhibition above about 11%;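 further: 0% = median of compound wells on plate and 100% = full blocker control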
Tn7 DDE FP: DD(E)-Tn7 binding inhibition, primary FP screen | P02675 | FP displacement of FITC-Tn7 peptide from fibrin DD(E); 0% = median of compound wells per plate | inhibition, % at 8.3 µM | hit rate 0.13% among 370,000 | AID 720508;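 active means inhibition above the mean of compounds falling within the control limits plus 3 SD of them, cut at about 14% in these data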;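 further: 0% = plate median of compound wells and 100% = 10 µM Aha-Tn7 peptide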
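system = human fibrin DD(E) protein | quantity = DD(E) 2 µM final | medium = Tris/NaCl/CaCl2 buffer, pH 7.8 | also added = labelled Tn7 tracer, 0.1 µM | compound dosing = single point at 8.3 µM | timing = compound with protein 10 min, then 3 h after probe, room temperature | signal = FP measurement | benchmarks = Aha-Tn7 high control | repeats = one replicate per compound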
Tn6 DDE FP: DD(E)-Tn6 binding inhibition, primary FP screen | P02675 | Fibrin DD(E) TRITC-Tn6 fluorescence polarization displacement | inhibition, % at 8.3 µM | hit rate 0.21% among 370,000;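 active means inhibition above a per-campaign cutoff: mean of compounds within control limits plus 3 SD, cut at about 15% in these data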;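 further: 0% = median of all compound wells on the plate and 100% = blocking peptide control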
proKLK7 act: activators of human kallikrein-7 zymogen | purified proKLK7, EDANS-DABCYL substrate fluorescence; 100% is mature enzyme control, 0% vehicle | P49862 | hit rate 0.9% among 370,000 | activation, % at 7 µM;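 active means activation above the mean of all tested compounds plus 3 SD, computed per campaign excluding outliers beyond control limits, cut at about 13% in these data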
UHRF1 binding: blocks human UHRF1 binding to methylated DNA; Q96T88; UHRF1 binding to methylated oligo, TR-FRET; inhibition, % at 4.4 µM; hit rate 0.75% among 370,000; AID 687016; in the data active means inhibition above about 21%;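 further: UHRF1 SRA domain binding a hemimethylated CpG hairpin DNA probe; 0% = median of test compound wells and 100% = reference inhibitor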
NR1D1 modulator: modulators of human Rev-erb alpha DNA binding; hit rate 0.79% among 370,000; Rev-erbα–FITC-DNA binding, fluorescence polarization, 90 min; P20393; activity, % at 10 µM;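 active means activity above about 14%, limit read from the data; passing the limit was not always enough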;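 further: 0% = DMSO wells with 35 nM protein and 100% = DMSO wells with 750 nM protein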
Numbers without * were called inactive; i = inactive; · = not tested or not shown.

Start of the listing, in advance, 2 compounds:
structure	PLC-gamma1 inh	ARFGAP1 inh	HGIII-sPLA2 inh	ASAP1 GAP inh	PLC-beta3 inh	Tn7 DDE FP	Tn6 DDE FP	proKLK7 act	UHRF1 binding	NR1D1 modulator
COc1ccc(C2N=C(c3ccccc3)C(C)(C)N2O)cc1 (stereo unspecified)	2	-3	2	-2	3	-2	-2	0.9	-6	-3
COc1ccc(-c2cc(C(=O)N3CCCCC3)c3ccccc3n2)cc1	i	11	0	3	i	-3	0	2.5	-1	1

This part in full, repeating the preview:
structure	PLC-gamma1 inh	ARFGAP1 inh	HGIII-sPLA2 inh	ASAP1 GAP inh	PLC-beta3 inh	Tn7 DDE FP	Tn6 DDE FP	proKLK7 act	UHRF1 binding	NR1D1 modulator
COc1ccc(C2N=C(c3ccccc3)C(C)(C)N2O)cc1 (stereo unspecified)	2	-3	2	-2	3	-2	-2	0.9	-6	-3
COc1ccc(-c2cc(C(=O)N3CCCCC3)c3ccccc3n2)cc1	i	11	0	3	i	-3	0	2.5	-1	1
Cc1ccccc1CN1CCCCC(NC(=O)c2cccc(F)c2)C1=O (stereo unspecified)	-2	·	4	·	0	8	-6	-0.3	0	-1
CCn1cc(C(=O)N(C)c2ccc(OC)cc2)c2cc(OC)c(OC)cc2c1=O	3	3	5	-6	-3	4	0	0.9	1	-7
COc1ccc(NC(=O)CN(C)CC(=O)N(C)C2(C#N)CCC(C)CC2)cc1 (stereo unspecified)	2	11	2	3	-5	3	6	0.3	0	7
Cc1cc(C(=O)NNC(=S)NCC(C)C)cs1	0	2	14	0	13*	-4	0	0.3	-3	-2
Cc1cccn2c(=O)c3cc(C(=O)NCc4ccccc4)c(=N)n(CCCN4CCOCC4)c3nc12	-204	0	0	10	-312	2	10	18*	0	-3
c1ccc2c(OCCCN3CCCCCC3)cccc2c1	2	1	-8	-1	-1	-4	2	0.0	-1	-2
CCOc1ccc2[nH]cc(C(=O)NCCc3ccccc3)c(=O)c2c1	2	-14	-21	4	-5	3	-6	0.0	-2	1
Cc1cc(C(=O)N2CCN(C(c3ccccc3)c3ccccc3)CC2)on1	2	-5	-8	3	3	4	2	0.2	-2	4
O=C(Nc1ncccn1)C1c2ccccc2Oc2ccccc21	1	0	-2	10	1	-1	0	0.3	1	-7
COc1ccc2c(c1)c(C(=O)N/N=C/c1cccc(O)c1)c(C)n2C	1	-3	-7	0	-4	-6	-4	-0.9	-5	1
CC1=CC(C)(C)n2c(O)c(C3=NC(=S)NC3=O)c3cc(OC(=O)c4cccc5ccccc45)cc1c32	1	-12	-1	-16	1	5	-8	-0.2	-1	-6
CCCSc1nc2[nH]ncc2c(=O)[nH]1	2	-7	5	-15	2	6	4	-0.3	-5	0
CN(c1ccccc1)S(=O)(=O)c1ccc(Cl)c(C(=O)Nc2ccc(N3CCOCC3)cc2)c1	7	3	-4	1	-2	-8	3	0.3	-2	2
O=C1Nc2ccccc2S/C1=C/c1cccs1	-32	2	-7	24	-55	-6	1	5.3	-3	-2
O=C(Nc1ccc(S(=O)(=O)N2CCOCC2)cc1)c1ccc(Cl)cc1	0	2	-8	7	1	-4	-4	-0.2	3	-5
CCOc1ccc(C(=O)Nc2ccc(S(=O)(=O)Nc3cc(C)on3)cc2)cc1	-2	-5	4	7	-6	2	4	-0.5	2	6
CCOC(=O)C1CCCN(C(=O)c2cc(Nc3ccc(OC)cc3OC)nc3ccccc23)C1 (stereo unspecified)	-16	-3	-19	4	-23	-2	7	0.9	2	4
Cc1csc(NC(=O)C2CCCN2C(=O)OCC(C)C)n1 (stereo unspecified)	2	5	1	5	-2	-8	-1	0.6	4	-2
CCc1ccc(/C=C2/Sc3ccccc3N(CC(=O)NCCCN3CCOCC3)C2=O)cc1	-20	10	-17	6	-36	-1	-7	-0.5	2	4
COc1ccc(C(=O)CCc2ccccc2)cc1	1	-13	0	-11	0	-2	-1	-0.1	1	2
CCCCn1nnnc1SCC(=O)Nc1ccc2c(c1)OCO2	6	-7	1	4	-1	-2	-7	0.0	4	-1
Cc1nc(SCC(=O)NCC2COc3ccccc3O2)c2c(C)c(C)sc2n1 (stereo unspecified)	2	-8	13	-4	-5	-4	-11	-0.1	-3	10
C=CCNCCOc1c(C)cc(C)cc1Cl	2	-2	-6	-11	1	0	-4	-0.5	-3	0
CCN(C(=O)CSc1ncnc2sccc12)c1c(N)n(Cc2ccccc2)c(=O)[nH]c1=O	-5	6	-3	-1	-7	0	-5	-0.4	1	0
CN1CCN(c2ccc(NS(=O)(=O)c3ccc(Cl)cc3)cn2)CC1	-3	1	-5	5	4	-3	4	-0.1	0	-3
O=C(CN1CCN(c2cccc(C(F)(F)F)c2)CC1)Nc1cccc(C(F)(F)F)c1	5	7	9	3	-2	2	-2	0.5	3	-3
CC(=O)Nc1ccc(N(C(=O)Cc2cccs2)C(C(=O)NC2CCCC2)c2ccncc2)cc1 (stereo unspecified)	0	-2	0	-7	-2	-1	5	-0.5	-1	0
CN(C)S(=O)(=O)N1CCC(Oc2ccc(C(=O)NC3CCCCC3)cc2)CC1	-2	-8	0	11	0	5	2	0.3	-2	2
C=CCn1cc(-c2cccc(C(F)(F)F)c2)cc(C#N)c1=O	-47	-8	1	-4	-54	2	5	3.3	-3	5
CCN(C(=O)COC(=O)/C=C/c1cccc(Cl)c1)c1c(N)n(Cc2ccccc2)c(=O)[nH]c1=O	3	10	9	3	-8	0	0	-0.1	2	-5
Oc1cccc2c3c(oc12)CCCC3	1	2	-18	-1	-6	3	-14	0.5	-5	8
C=CCOc1ccccc1CNc1ccc2[nH]c(=O)[nH]c2c1	-24	8	10	-1	-31	0	2	0.5	-4	2
CCOC(=O)[C@]12CCC=C1N(Cc1ccc3c(c1)OCO3)C(=O)[C@H](CC(=O)NCc1cccs1)C2	4	3	-3	-11	3	-2	-4	0.9	3	-3
COc1ccccc1CNC(=O)CS(=O)Cc1nc(-c2ccccc2C)oc1C (stereo unspecified)	-5	3	-7	13	-3	-3	8	-0.2	-2	-1
O=C(Cn1cnc2ccccc2c1=O)NNC(=O)c1ccccc1	2	6	-2	9	-4	1	-3	0.1	1	3
O=C(CSc1n[nH]c(-c2ccncc2)n1)Nc1ccccc1C(F)(F)F	-5	0	7	1	-10	5	10	-0.1	-1	5
COc1ccc(-c2cc(-c3nnc(-c4ccncc4)o3)c3ccccc3n2)cc1	-44	7	18	4	-48	5	-12	-2.9	4	2
CS/C(=N\S(=O)(=O)c1cccs1)Nc1cccc(Cl)c1C	1	4	-18	0	2	-5	4	0.4	0	-3
O=C(CN(c1ccccc1)S(=O)(=O)c1ccccc1)Nc1ccccc1C(=O)NCc1ccco1	0	12	-17	11	0	-2	-6	0.2	-2	-2
CCCCNC(=O)[C@]1(C)CCC[C@@]2(C)C3CC[C@@]4(C)C[C@]3(CCC21)CC4=O (stereo partly specified)	0	-11	5	-7	1	6	3	0.2	-2	1
O=C(CSc1nnc(C2CC2)n1-c1ccccc1)NCCN1C(=O)CSC1=O	2	4	-3	5	-4	-3	1	-0.4	2	-1
Cc1onc(-c2ccccc2)c1C(=O)N/N=C/C=C/c1ccccc1	2	5	1	-6	-3	5	-3	-0.2	1	-2
Cc1cc(C)c2[nH]c(C)c(CN3CCCCCC3)c(=O)c2c1	0	7	18	7	-11	7	3	0.4	4	1
COC(CNC(=O)c1ccc2c(c1)ncn2-c1ccc(C)cc1C)OC	-1	10	1	0	-5	-3	2	0.0	4	-1
O=C(N[C@H](C(=O)N1CCC[C@H]1C(=O)NC1CCCC1)c1ccccc1)C1CCCC1	0	2	8	13	-2	1	-2	0.2	6	3
CCOc1cc(S(=O)(=O)n2ccnc2)ccc1Br	1	6	8	-2	-2	9	2	-0.4	-3	3
CCOC(=O)C1=C(N)OC2=C(C(=O)CC(C)(C)C2)C1c1ccccc1OCC#N (stereo unspecified)	-4	5	-3	-5	-11	-1	1	-0.5	-3	1
O=C(O)c1ccc(CSc2nc3ccc(N4C(=O)C5C6C=CC(C6)C5C4=O)cc3s2)cc1 (stereo unspecified)	1	-17	-20	-6	3	2	-3	-0.2	2	-2
O=C(CCNC(=O)N1CC(=O)Nc2ccccc21)NCc1cccc(C(F)(F)F)c1	2	10	2	12	2	7	0	-0.2	-1	-11
Cc1ccc(S(=O)(=O)n2cnc(C)c2)cc1	1	-6	6	2	-2	0	3	0.0	-1	-1
COCCNC(=O)CN(Cc1ccccc1)S(=O)(=O)c1ccc2nc(C)sc2c1	0	3	5	-13	-4	-5	5	0.3	-1	-4
CC1CCCN(S(=O)(=O)c2ccc(C(=O)Nc3nnc(-c4ccccc4Cl)o3)cc2)C1 (stereo unspecified)	0	4	0	0	2	1	-2	0.5	-1	0
CC(=O)c1ccc(NC(=S)NC(NC(=O)c2ccco2)C(Cl)(Cl)Cl)cc1 (stereo unspecified)	8	13	-37	10	12*	1	-6	0.7	-2	-7
COc1ccc([C@@H]2CC(=O)c3c(O)cc(O[C@@H]4OC(CO[C@@H]5OC(C)[C@H](O)[C@H](O)C5O)[C@@H](O)[C@@H](O)C4O)cc3O2)cc1O (stereo partly specified)	1	2	4	11	-2	-4	-5	-0.1	1	-1

(more compounds)
structure	PLC-gamma1 inh	ARFGAP1 inh	HGIII-sPLA2 inh	ASAP1 GAP inh	PLC-beta3 inh	Tn7 DDE FP	Tn6 DDE FP	proKLK7 act	UHRF1 binding	NR1D1 modulator
O=C(O)CCS(=O)(=O)Cc1ccccc1F	2	-2	4	1	-8	-4	-2	0.0	0	2
COc1ccc(S(=O)(=O)N2CCN(C(=O)CCc3c[nH]c4ccccc34)CC2)cc1	0	-19	-50	0	-8	6	1	0.9	2	-3
Cc1ccc(S(=O)(=O)/N=C/N(C)C)cc1	5	4	0	8	3	-2	1	0.3	-1	-2
C=CCc1c(C)c(C#N)c2nc3ccccc3n2c1N1CCCCC1	-28	-2	-4	1	-43	2	2	-0.2	-2	43*
COC(=O)Nc1ccc(C)cc1NC(=O)OC	7	0	7	2	0	-3	3	-1.4	3	1
COc1cc(C=C2CCCC(=Cc3ccc(OCC4CO4)c(OC)c3)C2=O)ccc1OCC1CO1 (stereo unspecified)	-114	2	-26	8	-138	-7	-6	-1.1	0	-9
COC(=O)[C@H](C(C)C)N(CCc1cn(Cc2ccccc2)nn1)S(=O)(=O)c1ccc(F)cc1Br	2	·	-2	·	-1	3	-4	0.9	0	1
CCOc1cccc(C=NNC(=O)C(=O)Nc2cccc(C(F)(F)F)c2)c1O	-5	14	1	9	-5	-3	-7	-0.3	1	-2
CCN(CC)S(=O)(=O)c1ccc(N2CCOCC2)c(NC(=O)c2cc(Cl)c3c(c2)OCO3)c1	-2	4	8	-2	-11	3	-2	0.5	1	0
